Screening data from PubChem.
IMPase inh = cell-permeable inhibitors of inositol monophosphatase (IMPase); 120,000 tested, under 10 active; AID 901; CHO-M1 cells, IP1 accumulation, HTRF TR-FRET ratio; P97697; inhibition (IP1 accumulation), % at 46.1 µM; active = well fitted curve in the direction sought with a large enough effect in the signal ratio, not every such curve was filed as active; inconclusive = small, poorly fitted or top-dose-only effect, or a change in a side signal; inactive = no such curve, though single readings can be large or run the other way; the % refers to the signal ratio;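 note: cells stimulated with carbachol in lithium chloride buffer; plate controls were DMSO basal wells for no effect and reference inhibitor wells for full effect; higher means more IMPase inhibition seen as more IP1 and lower FRET ratio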
Target sequence (P97697 whole entry, looked up): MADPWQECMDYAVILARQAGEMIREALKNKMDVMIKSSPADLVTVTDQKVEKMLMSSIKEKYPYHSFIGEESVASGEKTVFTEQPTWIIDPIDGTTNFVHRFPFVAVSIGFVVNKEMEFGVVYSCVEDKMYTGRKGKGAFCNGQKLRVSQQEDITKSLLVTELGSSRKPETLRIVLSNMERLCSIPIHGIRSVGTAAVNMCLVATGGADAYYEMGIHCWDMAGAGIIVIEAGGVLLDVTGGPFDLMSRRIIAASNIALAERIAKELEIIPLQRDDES
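Cellular IMPase inhibition is scored as a rise in cytosolic IP1, detected by competitive TR-FRET between d2-labelled IP1 and a europium anti-IP1 antibody. M1-expressing CHO cells were stimulated with carbachol for 30 min at 37C, with lithium (50 mM LiCl) present in the buffer.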
ALOX15B inhib = 15-hLO-2 (ALOX15B) enzyme inhibition; 110,000 tested, 0.56% active; AID 881; Potency, µM (doses to about 57.1 µM), for the others: top-dose activity change, negative = inhibition, usual class: inhibitors; purified 15hLO-2, xylenol orange hydroperoxide absorbance; active = well fitted inhibition curve with a large enough effect; inconclusive = small, poorly fitted or top-dose-only effect; inactive = no such curve, though single readings can be large or run the other way; note: potency is the fitted concentration of half-maximal effect; nearly all actives have a fitted effect of over 60% in size; many of its hits are not listed in these tables
Target sequence (O15296 whole entry, looked up): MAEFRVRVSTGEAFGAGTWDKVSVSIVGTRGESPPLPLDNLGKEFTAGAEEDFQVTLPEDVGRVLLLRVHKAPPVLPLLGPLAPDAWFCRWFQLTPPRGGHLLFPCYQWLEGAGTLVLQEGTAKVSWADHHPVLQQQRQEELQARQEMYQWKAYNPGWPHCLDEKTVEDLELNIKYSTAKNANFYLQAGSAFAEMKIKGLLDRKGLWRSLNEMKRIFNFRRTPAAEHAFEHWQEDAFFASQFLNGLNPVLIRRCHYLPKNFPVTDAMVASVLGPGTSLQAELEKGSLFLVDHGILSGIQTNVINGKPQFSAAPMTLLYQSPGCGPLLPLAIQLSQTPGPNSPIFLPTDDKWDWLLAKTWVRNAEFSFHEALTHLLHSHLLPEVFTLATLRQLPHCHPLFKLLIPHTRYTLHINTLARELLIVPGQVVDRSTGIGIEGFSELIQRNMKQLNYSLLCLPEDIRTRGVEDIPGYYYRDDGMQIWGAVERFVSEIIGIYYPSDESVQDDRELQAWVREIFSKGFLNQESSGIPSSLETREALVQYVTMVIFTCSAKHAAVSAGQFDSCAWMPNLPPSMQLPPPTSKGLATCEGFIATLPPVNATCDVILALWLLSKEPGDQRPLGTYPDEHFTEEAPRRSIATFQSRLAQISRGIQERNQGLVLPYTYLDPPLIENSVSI
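Purified human 15hLO-2 (50 nM final) preincubated with compounds 15 min at room temperature in 25 mM Hepes pH 7.5, 0.01% Triton X-100, then 45 uM arachidonic acid added for 90 min; hydroperoxide detected via ferrous/xylenol orange, 573/405 nm absorbance ratio.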
Starred values were filed as active, the others as inactive; ? = inconclusive; · = no result given; [ ] = dose if it differs, or a comment. Unless noted, % is set by controls: 0 for no effect and ±100 for the full control effect.

SMILES	IMPase inh	ALOX15B inhib
COc1cccc(Cn2c(=O)c(-c3cccc(C#N)c3)nc3cnc(OC)nc32)c1	·	-1.1%
Cc1noc(C)c1-c1nccc(Nc2ccc(F)cc2)n1	·	-7.2%
COCCn1c(=O)c(-c2ccc(Cl)cc2)nc2cnc(Nc3ccccc3)nc21	·	-5.6%
Clc1ccccc1-c1ccc2ncnc(NCCN3CCOCC3)c2c1	·	54.5%[activator]
O=c1c(-c2cccs2)nc2cnc(N3CCNCC3)nc2n1C1CC1	·	-5.4%
c1ccc2c(NC3CCNCC3)nc(-c3ccoc3)nc2c1	·	19.7%
COc1ccc(-c2nc3cnc(N(C)C)nc3n(Cc3cccs3)c2=O)cc1	·	-15.3%
CN1CCN(c2ncc3nc(-c4cccc(C#N)c4)c(=O)n(CCc4ccccc4)c3n2)CC1	·	17.6%
CCNc1ncc2nc(CCc3ccccc3)c(=O)n(Cc3ccc(F)cc3)c2n1	·	1.7%
COc1cccc(Cn2c(=O)c(CCc3ccccc3)nc3cnc(N(C)C)nc32)c1	·	-5.2%
Cc1cnc(CNc2cc(-c3ccccc3CN(C)C)ncn2)cn1	·	5.0%
N#Cc1cccc(-c2ccc3ncnc(NCc4cccs4)c3c2)c1	·	-2.1%
COc1ccccc1-c1nccc(NCc2cccnc2)n1	·	-21.8%
COc1cccc(Cn2c(=O)c(C)nc3cnc(N4CCN(C)CC4)nc32)c1	·	9.2%
COc1ccc(CNc2ncncc2-c2c(C)noc2C)c(OC)c1	·	-3.0%
Cc1noc(C)c1-c1nc(NCCN2CCOCC2)c2ccccc2n1	·	-4.7%
COCCn1c(=O)c(-c2ccc(OC)cc2)nc2cnc(N3CCOCC3)nc21	·	-7.5%
Clc1ccccc1-c1nccc(NCCN2CCOCC2)n1	·	-1.1%
CC(=O)NCCNc1nc(-c2c(C)noc2C)nc2ccccc12	·	-8.6%
Cc1cnc(CNc2ncnc3ccc(-c4ccc(C(=O)N(C)C)cc4)cc23)cn1	·	-0.1%
Cc1ccccc1-c1nc(N(C)C)c2ccccc2n1	·	-6.8%
COc1ccc(-n2c(=O)c(-c3ccccc3)nc3cnc(N4CCOCC4)nc32)cc1	·	-6.9%
CC(=O)NCCNc1ccnc(-c2ccccc2C)n1	·	-6.9%
COCCn1c(=O)c(-c2cn(C)c3ccccc23)nc2cnc(N3CCNCC3)nc21	·	-11.1%
O=c1c(-c2ccccc2)nc2cnc(N3CCOCC3)nc2n1C1CC1	·	-2.7%
Fc1ccc(Nc2ccnc(-c3ccoc3)n2)cc1	·	2.5%
Cc1ccccc1-c1nc(N2CCNCC2)c2ccccc2n1	·	7.3%
COc1cccc(-c2cc(NCc3ccc(OC)cc3OC)ncn2)c1	·	31.5%[activator]
COc1cccc(Cn2c(=O)c(-c3ccc(F)cc3)nc3cnc(OC)nc32)c1	·	3.9%
COCCn1c(=O)c(-c2ccccc2)nc2cnc(N3CCN(C)CC3)nc21	·	-4.9%

Given with values ahead of the structure: part of the list above
IMPase inh	ALOX15B inhib	canonical_smiles
·	3.9%	COc1cccc(Cn2c(=O)c(-c3ccc(F)cc3)nc3cnc(OC)nc32)c1
·	-4.9%	COCCn1c(=O)c(-c2ccccc2)nc2cnc(N3CCN(C)CC3)nc21

Later entries:
SMILES	IMPase inh	ALOX15B inhib
FC(F)(F)c1ccccc1-c1cc(NCc2ccccc2)ncn1	·	-0.2%
COCCn1c(=O)c(-c2cn(C)c3ccccc23)nc2cnc(N3CCOCC3)nc21	·	-6.0%
CN1CCN(c2ncc3ncc(=O)n(CCc4ccccc4)c3n2)CC1	·	0.6%
COc1ccc(-c2nc3cnc(OC)nc3n(-c3ccc(OC)cc3)c2=O)cc1	·	-21.0%
O=c1c(-c2ccc(F)cc2)nc2cncnc2n1Cc1ccc(F)cc1	·	10.2%
CCNc1ncc2ncc(=O)n(Cc3cccs3)c2n1	·	2.6%
COc1ccc(-c2nc3cnc(Nc4cccc(OC)c4)nc3n(C[C@H]3CCCO3)c2=O)cc1	·	4.0%
Clc1ccccc1-c1nc(NC2CCNCC2)c2ccccc2n1	·	4.9%
Cc1cccc(CNc2ncncc2-c2ccccc2C)c1	·	43.2%[activator]
COc1ccccc1CNc1ncncc1-c1cccc(NS(C)(=O)=O)c1	·	-5.8%

3 of the compounds above, as a markdown table.
| Molecule | IMPase inh | ALOX15B inhib |
| --- | --- | --- |
| FC(F)(F)c1ccccc1-c1cc(NCc2ccccc2)ncn1 | · | -0.2% |
| COCCn1c(=O)c(-c2cn(C)c3ccccc23)nc2cnc(N3CCOCC3)nc21 | · | -6.0% |
| COc1ccc(-c2nc3cnc(Nc4cccc(OC)c4)nc3n(C[C@H]3CCCO3)c2=O)cc1 | · | 4.0% |

More entries:
SMILES	IMPase inh	ALOX15B inhib
c1ccc(Nc2ncnc3ccc(-c4ccoc4)cc23)cc1	·	4.4%
COc1ccccc1-c1nccc(NCc2cccs2)n1	·	-0.3%
Cc1cccc(CNc2cc(-c3ccccc3Cl)ncn2)c1	·	-4.0%
CN(C)c1ncc2nc(-c3ccccc3)c(=O)n(Cc3ccc(F)cc3)c2n1	·	-5.9%
CN(C)c1ncc2nc(-c3cccs3)c(=O)n(CCC#N)c2n1	·	-1.9%
COc1ccccc1CNc1cc(-c2c(C)noc2C)ncn1	·	-3.2%
COc1ccc(Oc2ncc3nc(CCc4ccccc4)c(=O)n(C[C@H]4CCCO4)c3n2)cc1	·	-10.4%
COCCNc1ncncc1-c1ccccc1OC	·	7.2%
COc1cccc(-c2cncnc2NCc2cccnc2)c1	·	?
CN(Cc1ccco1)c1cc(-c2ccoc2)ncn1	·	16.0%
Cc1cnc(CNc2cc(-c3ccc(C(=O)N(C)C)cc3)ncn2)cn1	·	-8.3%
COc1cccc(Nc2ncc3ncc(=O)n(CCc4ccccc4)c3n2)c1	·	13.0%
c1nc(NCCN2CCOCC2)c2cc(-c3ccoc3)ccc2n1	·	2.3%
COCCn1c(=O)c(CCc2ccccc2)nc2cnc(N3CCOCC3)nc21	·	-3.4%
COc1cccc(Nc2ncc3ncc(=O)n(C[C@H]4CCCO4)c3n2)c1	·	-14.2%
COc1ccc(Oc2ncc3nc(-c4ccc(F)cc4)c(=O)n(Cc4cccs4)c3n2)cc1	·	-10.7%
N#CCCn1c(=O)c(-c2cc(F)cc(F)c2)nc2cnc(Nc3ccccc3)nc21	·	0.7%
c1cncc(CNc2cc(-c3ccoc3)ncn2)c1	·	2.7%
CN(C)c1ncc2nc(-c3cccs3)c(=O)n(C[C@H]3CCCO3)c2n1	·	2.0%
COc1ncc2nc(C)c(=O)n(C3CC3)c2n1	·	-3.9%
CCNc1ncc2ncc(=O)n(Cc3ccc(F)cc3)c2n1	·	-4.8%
CN(C)C(=O)c1ccc(-c2cc(NCc3cccnc3)ncn2)cc1	·	-8.4%
Cc1cccc(CNc2ncncc2-c2ccc(C(=O)N(C)C)cc2)c1	·	-19.4%
N#CCCn1c(=O)c(-c2cccs2)nc2cnc(N3CCOCC3)nc21	·	-2.5%
N#CCCn1c(=O)c(CCc2ccccc2)nc2cnc(Nc3ccccc3)nc21	·	-5.1%
COc1ccccc1CNc1ncnc2ccc(-c3ccccc3OC)cc12	·	52.4%[activator]
CN1CCN(c2ncnc3ccc(-c4ccccc4Cl)cc23)CC1	·	66.5%[activator]
CN(C)c1ncc2nc(-c3ccc(F)cc3)c(=O)n(C[C@H]3CCCO3)c2n1	·	-3.5%
CCNc1ncc2nc(-c3cc(F)cc(F)c3)c(=O)n(CCOC)c2n1	·	-0.4%
COc1ncc2nc(-c3ccc(Cl)cc3)c(=O)n(C)c2n1	·	19.0%
COc1ccc2[nH]cc(CCNc3ncncc3-c3ccccc3OC)c2c1	·	47.2%[activator]
O=c1c(-c2ccc(F)cc2)nc2cnc(Oc3ccccc3)nc2n1Cc1cccs1	·	-1.7%
COc1ccc(-n2c(=O)cnc3cnc(N(C)C)nc32)cc1	·	-19.0%
COc1cccc(-c2nc(NCc3ccccc3OC)c3ccccc3n2)c1	·	3.2%
O=c1c(-c2cccs2)nc2cncnc2n1-c1ccccc1	·	-13.3%
CN(Cc1ccco1)c1cc(-c2ccccc2C(F)(F)F)ncn1	·	0.7%
CC(=O)NCCNc1ccnc(-c2ccccc2C(F)(F)F)n1	·	-7.5%
CCNc1ncc2nc(C)c(=O)n(CCc3ccccc3)c2n1	·	1.9%
FC(F)(F)c1ccccc1-c1nc(N2CCOCC2)c2ccccc2n1	·	-9.4%
COCCNc1ncncc1-c1c(C)noc1C	·	2.0%
COc1cccc(Cn2c(=O)c(CCc3ccccc3)nc3cnc(N4CCN(C)CC4)nc32)c1	·	27.1%
COc1ccc2[nH]cc(CCNc3ncnc4ccc(-c5ccoc5)cc34)c2c1	·	2.7%
COc1ccccc1-c1ccc2ncnc(NCc3ccccc3)c2c1	·	16.8%
c1ccc(CNc2nc(-c3ccoc3)nc3ccccc23)cc1	·	33.4%[activator]
COCCNc1ncnc2ccc(-c3cccc(OC)c3)cc12	·	41.4%[activator]
COc1cccc(Cn2c(=O)c(-c3ccccc3)nc3cncnc32)c1	·	8.6%
CN(C)Cc1ccccc1-c1cc(NCc2cccs2)ncn1	·	7.1%
COCCn1c(=O)c(-c2cccc(Cl)c2)nc2cncnc21	·	2.6%
N#Cc1cccc(-c2nccc(NCc3cccnc3)n2)c1	·	4.6%
Cc1nc2cnc(N3CCN(C)CC3)nc2n(Cc2ccc(F)cc2)c1=O	·	-3.8%
Remaining list, next part.
SMILES	IMPase inh	ALOX15B inhib
COc1ccc(-c2nc3cnc(OC)nc3n(C[C@H]3CCCO3)c2=O)cc1	·	-8.5%
COc1ncc2nc(-c3ccc(Cl)cc3)c(=O)n(Cc3cccs3)c2n1	·	1.5%
COc1ccccc1CNc1nc(-c2cccc(NS(C)(=O)=O)c2)nc2ccccc12	·	1.0%
COc1ccc(-c2nc3cnc(Nc4cccc(OC)c4)nc3n(C)c2=O)cc1	·	6.0%
O=c1c(-c2cc(F)cc(F)c2)nc2cnc(N3CCNCC3)nc2n1C1CC1	·	26.3%
COc1ccc(-c2c3c(nc4sc(C(=O)Nc5ccc(F)cc5)c(N)c24)CC(C)(C)CC3=O)cc1	-12.0	·
Cc1ccc2nc(-c3cccs3)c(Nc3ccc4c(c3)OCCO4)n2c1	5.4	·
C=Cc1ccc(COc2ccc3oc(-c4ccccc4)c(C(=O)OCC)c3c2)cc1	-0.5	·
CCOC(=O)CSc1nc2sc3c(c2c(=O)n1Cc1ccccc1)CCC(C(C)(C)C)C3 (centres undefined)	-3.2	·
Cn1c(NCCCCO)nc2c1c(=O)n(Cc1ccc(Cl)cc1)c(=O)n2C	0.4	·
CCOC(=O)c1c(NC(=O)c2ccccc2OCC)sc2c1CCC(CC)C2 (centres undefined)	-6.0	·
CCCOc1ccccc1Cn1c(=O)sc2ccccc21	1.9	·
CCCOc1ccc(C(=O)Nc2ccc3oc(-c4ccc5ccccc5c4)nc3c2)cc1	-12.3	·
COc1cc(Cl)c(C)cc1NC(=O)Cn1cc(S(=O)(=O)N2CCC(C)CC2)c2ccccc2c1=O	4.5	·
O=C(CN1CCN(Cc2ccc(F)cc2)C1=O)NCc1ccccc1Cl	0.2	·
Cc1ccc(NC(=O)c2sc3nc(-c4cccs4)ccc3c2N)cc1F	?	·
COc1cc(-c2nc3n(n2)C(c2ccc(F)cc2)C(C(N)=O)=C(C)N3)cc(OC)c1OC (centres undefined)	2.2	·
COc1ccc(S(=O)(=O)Nc2ccc3oc4c(c3c2)C(=O)CC(C)(C)C4)cc1	-3.3	·
Cc1noc(NS(=O)(=O)c2ccc(NC(=O)COc3ccccc3Br)cc2)c1C	-6.1	·
COC(=O)c1ccc(C(=O)OC)c(NC(=O)CN(c2ccccc2)S(=O)(=O)N(C)C)c1	13.1	·
Cc1ccc(O)c(NC(=O)c2ccc(Br)c(S(=O)(=O)N3CCCCC3)c2)c1	8.2	·
CCc1cccc(NS(=O)(=O)c2c(C)nc3sc(CC)nn3c2=O)c1	3.6	·
COc1cc(C2Nc3ccccc3-c3nnc(SCc4ccc(C)cc4)nc3O2)cc(OC)c1O (centres undefined)	21.3	·
COc1ccccc1NC(=O)c1c(NC(=O)Cc2ccccc2)sc2c1CCC(C(C)(C)C)C2 (centres undefined)	15.3	·
CC1=C(C(=O)OC2CCCC2)C(c2c(F)cccc2Cl)CC(=O)N1 (centres undefined)	11.1	·
Cc1ccc(-c2nc3cc(Cl)ccc3o2)cc1NC(=O)c1cc2ccccc2o1	-11.5	·
O=C(Cn1cc(S(=O)(=O)N2CCN(c3ccccc3F)CC2)c2ccccc2c1=O)Nc1cccc(C(F)(F)F)c1	0.2	·
COc1ccc(/C=C/c2noc(-c3ccccc3O)n2)cc1OC	1.9	·
CCOc1ccccc1NC(=O)c1c(NC(=O)C(C)Oc2ccc(Cl)cc2)sc2c1CCCCC2 (centres undefined)	-11.8	·
Cc1ccc(NS(=O)(=O)c2ccc3nc(-c4ccccc4)[nH]c3c2)c(Cl)c1	4.6	·
CCOc1cc(C2NC(=O)c3c(sc4c3CCN(C)C4)N2)ccc1OC(=O)c1ccc(Br)cc1 (centres undefined)	-21.2	·

These rows are one share of the data. The share of hits here may be higher or lower than overall.
